From PubChem BioAssay
TDP1 block = qHTS Assay for Inhibitors of Tyrosyl-DNA Phosphodiesterase (TDP1). Tyrosyl-DNA phosphodiesterase 1 (Homo sapiens), Q9NUW8. recombinant TDP1, AlphaScreen DNA substrate cleavage. Potency, µM (titrated, usually from 130 µM), for the others: at the highest dose activity change, negative = inhibition, usual class: inhibitors. 0.28% of 350,000 active; note: nearly all actives have a fitted effect of over 40% in size
Target sequence (Q9NUW8 whole entry, looked up): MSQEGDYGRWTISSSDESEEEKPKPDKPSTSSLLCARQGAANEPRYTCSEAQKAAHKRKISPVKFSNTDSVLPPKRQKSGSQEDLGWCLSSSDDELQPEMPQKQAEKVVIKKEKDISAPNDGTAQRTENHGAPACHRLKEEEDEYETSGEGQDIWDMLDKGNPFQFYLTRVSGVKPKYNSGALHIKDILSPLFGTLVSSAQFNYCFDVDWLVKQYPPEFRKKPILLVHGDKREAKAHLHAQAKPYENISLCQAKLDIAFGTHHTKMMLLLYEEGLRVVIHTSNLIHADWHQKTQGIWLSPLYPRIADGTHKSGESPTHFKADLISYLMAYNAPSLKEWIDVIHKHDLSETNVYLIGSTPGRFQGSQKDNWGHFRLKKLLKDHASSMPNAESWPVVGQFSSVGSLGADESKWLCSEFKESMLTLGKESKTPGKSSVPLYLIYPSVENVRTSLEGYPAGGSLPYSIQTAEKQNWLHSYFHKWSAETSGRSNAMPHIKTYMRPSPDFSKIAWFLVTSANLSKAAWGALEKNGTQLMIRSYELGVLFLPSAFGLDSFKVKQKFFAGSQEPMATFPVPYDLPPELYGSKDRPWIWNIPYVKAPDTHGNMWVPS
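Tdp1 1 nM final; 15 min RT w/ cpd; substrate 15 nM, 5 min; beads 10 ug/ml, 10 min; AlphaScreen read. Neg ctrl: no enzyme.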
TDP1 cell noCPT = qHTS for Inhibitors of human tyrosyl-DNA phosphodiesterase 1 (TDP1): qHTS in cells in absence of CPT. DT40 Tdp1-/- hTDP1 cells, no CPT, ATP luminescence, 48 h. 15% of 420,000 active. Potency, µM (top dose mostly 46.2 µM), for the others: top-dose activity change, negative = growth inhibition, actives largely listed as inhibitors; note: nearly all actives have a fitted effect of over 55% in size
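Compound effects on proliferation are scored in DT40 Tdp1-/-;hTDP1 cells in the absence of CPT. ATP levels (CellTiter-Glo luminescence) are recorded after a ≥48 hr, 37 °C incubation.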
N370S GC mod = qHTS Assay for Inhibitors and Activators of N370S glucocerebrosidase as a Potential Chaperone Treatment of Gaucher Disease | Lysosomal acid glucosylceramidase (Homo sapiens), P04062 | N370S GC spleen homogenate, 4MU-glucoside fluorescence | Potency, µM (doses to about 59.4 µM), for the others: top-dose activity change, negative = inhibition, usual class: inhibitors | 0.092% of 330,000 active;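 note: 0% = full enzyme activity and -100% = no enzyme basal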
* hit, by the source's call; ? = inconclusive; nt = not tested or not shown; & = joins results of further samples; [ ] = another dose, or the depositor's remark. Calls come from the whole dose curve; as a rule, active = well fitted curve in the direction sought with a large enough effect; inconclusive = small, poorly fitted or top-dose-only effect, or another doubt; inactive = no such curve, though single readings can be large; an effect the other way counts as inactive or inconclusive. Unless noted, % is set by controls: 0 for no effect and ±100 for the full control effect; potency is the fitted concentration of half-maximal effect. These rows are one share of the data; rates above refer to the full screens.

SMILES	TDP1 block	TDP1 cell noCPT	N370S GC mod
COc1cc(/C=N\NC(C)=O)ccc1OC/C=C/c1ccccc1	1.4%[56.1 µM]	-10.0%	-1.2%
CC(=O)Nc1ccc(C(=O)OCC(=O)Nc2c(F)cccc2F)cc1	0.0%	12.8%	5.4%
COc1ccc(S(=O)(=O)N2CCN=C2SCc2cccc(C)c2)cc1	-7.2%	?	-3.9%
Cc1cccc(C)c1NC(=O)CN(C)C(=O)c1ccc(NS(=O)(=O)c2ccc3[nH]c(=O)[nH]c3c2)cc1	-7.2%[0.505 µM]	-30.1%	-2.4%
CC1(C)Cc2c(cnn2-c2ccccc2)C(NC(=O)CCCn2cncn2)C1 (configuration not stated)	5.1%	-1.3%	0.3%
Cc1cccc(-c2nc(CS(=O)CC(=O)NCc3cccs3)c(C)o2)c1 (configuration not stated)	7.8%	?	11.6%
COc1cccc(CNC(=O)c2ccc3c(c2)nc2n3CCOC2)c1	2.7%	6.0%	nt
COc1ccccc1C(=O)NC(=O)COC(=O)CNC(=O)c1ccc(Cl)cc1Cl	-2.5%	-2.8%	-0.7%
CCc1noc(C)c1C(=O)N1CCN(S(=O)(=O)c2cccc(C(F)(F)F)c2)CC1	0.3%	-1.3%	nt
COc1ccc2ccc(O)c(CN3CCN(S(=O)(=O)c4cc([N+](=O)[O-])ccc4C)CC3)c2c1	2.6%	?	nt
CC1=CC2=NC(=O)/C(=C\c3ccc(-c4cccc(Cl)c4)o3)C(=N)N2O1	-9.4%	2.59µM*	-2.4%
COc1ccc(-c2cn3nc(N4CCCC(C(=O)NCc5ccccc5OC)C4)sc3n2)cc1 (configuration not stated)	2.5%	?	nt
CN(C)c1cccc2c(S(=O)(=O)NCc3ccc(S(N)(=O)=O)cc3)cccc12	0.0%	?	-0.9%
CCN(CC(=O)NC1CCS(=O)(=O)C1)S(=O)(=O)c1c(C)c(C)cc(C)c1C (configuration not stated)	nt	-18.7%	-6.3%
C=CCC(C)(O)CCc1ccccc1 (configuration not stated)	8.1%	nt	-5.1%
CCn1c(CNC(=O)c2ccccc2Br)nnc1SCC(=O)NC1=NCCS1	nt	?	-1.4%
CN(c1ccc(O)cc1)S(=O)(=O)c1ccc2ccccc2c1	0.4%	?	-27.3%
O=C(O)c1ccc(-c2c3nc(c(-c4ccc(C(=O)O)cc4)c4ccc([n-]4)c(-c4ccc(C(=O)O)cc4)c4nc(c(-c5ccc(C(=O)O)cc5)c5ccc2[n-]5)C=C4)C=C3)cc1.[Mn+3]	2.3%	nt	-6.0%&-3.8%
CCCN1CCC(NC(=S)Nc2ccc(OC)c(OC)c2)CC1	5.5%	14.5%	-16.5%
Cc1cccc(C)c1NC(=O)CNC(=O)C(C)N1CCN(c2cccc(Cl)c2)CC1 (configuration not stated)	-1.1%	?	nt
COc1ccc(C)cc1NC(=O)CNC(c1ccccc1)c1ccccc1	nt	?	6.6%
O=C(COC(=O)CCC(=O)c1ccc(Cl)cc1)NCc1ccco1	nt	-15.5%	-10.9%
CCOC(=O)[C@@H]1[C@H]2COc3ccccc3[C@@H]2N2C(=O)N(c3cccc(Cl)c3)C(=O)[C@]12C	nt	-14.1%	-2.5%
CC(C)OC(=O)c1cc2c(=O)[nH]c(C(Cl)(Cl)Cl)nc2o1	4.6%	-9.9%	9.8%
COc1ccc(N2CCN(C(=S)NC(=O)c3cccs3)CC2)c([N+](=O)[O-])c1	8.2%	?	2.2%
O=C(CSc1ncnc2c1cnn2-c1ccccc1)NC1CCS(=O)(=O)C1 (configuration not stated)	1.0%	8.2µM*	nt
O=S(=O)(NCc1ccccc1Cl)c1ccc(-n2cccn2)cc1	0.8%	-16.7%	3.0%
CC(OC(=O)c1ccccc1NS(=O)(=O)c1cccc(C(F)(F)F)c1)C(=O)N(C)Cc1ccccc1 (configuration not stated)	-2.7%	23.1µM*	17.3%
Cc1ccc(NC(=O)CCN2C(=O)C3CC=CCC3C2=O)cc1Cl (configuration not stated)	0.9%	-0.4%	nt
CCOC(=O)N1CCN(C(=O)C(CC(C)C)NS(=O)(=O)c2ccc(C)cc2)CC1 (configuration not stated)	0.2%	-7.9%	nt
CCOC(=O)c1ccc(NC(=O)c2cc(F)c(F)cc2Cl)cc1	-5.1%	0.2%	-8.8%
Oc1ccc(NCc2ccccc2OCc2ccccc2F)cc1	9.5%&11.0%	16.4µM*	?
O=C(NCCc1nc2ccc(Cl)cc2[nH]1)C1CCC(=O)N(Cc2cccc(F)c2)C1 (configuration not stated)	2.1%	-18.5%	-10.3%
CN(C)CC(=O)N1CCc2ccccc2C1	-14.8%	0.2%	-0.6%
COC(=O)C1=C(N)OC2=C(C(=O)CC(C)(C)C2)C1c1ccccc1OCC#N (configuration not stated)	-10.6%	2.1%	12.6%
O=C1C2CCCN2C(=O)N1CCCCN1CCN(c2ccc(F)cc2)CC1 (configuration not stated)	5.3%	-7.7%	7.1%
O=C(CCCCCN1C(=O)CCC1=O)Nc1ccc(Br)cc1F	4.1%	-32.6%	3.7%
CCOC(=O)c1c(NC(=O)C(=O)N/N=C/c2ccc(O)c(OC)c2)sc2c1CCCCC2	3.4%	23.1µM*	6.0%
CCN1CCN(C(c2ccccc2)c2sc3nc(C)nn3c2O)CC1 (configuration not stated)	nt	9.1%	3.6%
COc1cc2c(N3CCOCC3)cc(O)c(CC(=O)Nc3ccccc3)c2cc1OC	5.3%	-9.4%	14.6%
COc1cccc(C(=O)/C(C#N)=N/Nc2cccc(-c3ccnc(C)n3)c2)c1	5.5%	20.6µM*	-14.7%
O=C(O)c1c(Cl)c(Cl)c(Cl)c(Cl)c1C(=O)N1CCOCC1	1.1%	2.0%	-6.8%
CCC(=O)NC(c1ccc([N+](=O)[O-])cc1)c1c(O)ccc2ccccc12 (configuration not stated)	6.3%	?	-7.2%
COC(=O)CNc1ccc2c(c1)OCO2	3.3%	-16.3%	-5.9%
COC(=O)Nc1ccc2c(c1)N(C(=O)CCN1CCOCC1)c1ccccc1S2	4.2%	3.5%	-19.2%
Cc1ccc(S(C)(=O)=O)cc1C(=O)N1CC(C(N)=O)Oc2ccccc21 (configuration not stated)	nt	-1.1%	-1.1%
C[n+]1c2n(c3ccccc31)N=C(c1ccccc1)CS2	4.6%&3.9%	2.31µM*	23.8%&5.8%
CNC(=O)c1cc(C(=O)c2ccccc2C(F)(F)F)c[nH]1	2.5%	?	1.5%
CCOc1ccc(NC(=O)C(=O)NCCN2CCN(S(=O)(=O)c3ccc(C)cc3)CC2)cc1	2.2%[0.0935 µM]	9.2µM*	0.7%
COc1ccc(Oc2nnc(-c3ccc(C)cc3)c3ccccc23)cc1	-3.1%	?	1.8%
CCC(c1nnnn1C1CCCC1)N1CCN(c2ccccc2F)CC1 (configuration not stated)	0.0%	?	12.5%
Cn1c(=O)[nH]c2sc3c(c2c1=O)CC(C)(C)OC3	2.0%	-1.3%	3.4%
O=C(NCc1cccnc1)c1c[nH]c2cc3c(cc2c1=O)OCCO3	0.0%	5.8µM*	-6.1%
CCc1ccc(CNC(=O)CCCC(=O)n2nc(C)c3ccccc32)cc1	-0.4%	19.3%	-7.2%
O=C(CCc1nc2ccccc2c(=O)[nH]1)NCC(=O)Nc1ccc(F)c(F)c1	nt	5.2%	-17.1%
CCOc1ccc(CN2C(=O)c3ccccc3Sc3ccc(C(=O)NCc4ccco4)cc32)cc1	2.3%	-23.9%	nt
COc1cc(Cl)c(C)cc1NC(=O)COC(=O)/C=C/c1c(C)nn(C2CCS(=O)(=O)C2)c1Cl (configuration not stated)	1.1%	4.4%	10.6%
CC(C)C[C@@H](COc1ccccc1)N1CCN(CCc2ccccc2)CCC1=O	nt	20.6µM*	-11.9%
CN1CCc2c(sc(NC(=O)c3ccc(C(=O)c4ccccc4)cc3)c2C(N)=O)C1	5.5%	5.5%	-25.5%
CC(C)(C)C(=O)Nc1sc2c(c1-c1nc3ccccc3[nH]1)CCCC2	-3.2%	?	25.2%

Complete entries, quoted from the list. Values in the order: TDP1 block	TDP1 cell noCPT	N370S GC mod
CC(C)C[C@@H](COc1ccccc1)N1CCN(CCc2ccccc2)CCC1=O across the screens: nt	20.6µM*	-11.9%
C[n+]1c2n(c3ccccc31)N=C(c1ccccc1)CS2 across the screens: 4.6%&3.9%	2.31µM*	23.8%&5.8%
CC(C)(C)C(=O)Nc1sc2c(c1-c1nc3ccccc3[nH]1)CCCC2 across the screens: -3.2%	?	25.2%
CCc1ccc(CNC(=O)CCCC(=O)n2nc(C)c3ccccc32)cc1 across the screens: -0.4%	19.3%	-7.2%
COc1cc(Cl)c(C)cc1NC(=O)COC(=O)/C=C/c1c(C)nn(C2CCS(=O)(=O)C2)c1Cl (configuration not stated) across the screens: 1.1%	4.4%	10.6%

The list goes on.
SMILES	TDP1 block	TDP1 cell noCPT	N370S GC mod
Cc1cc(/C=C2\C(=N)N3N=C(S(C)(=O)=O)SC3=NC2=O)c(C)n1Cc1ccccc1	0.0%	-17.9%	?
CC(C)(C)c1nn(-c2ccccc2)c2nc(Cl)c(C=O)cc12	-1.0%	?	-18.4%
Cc1cccc(NC(=O)COC(=O)c2cccs2)c1C	15.5%	-0.8%	24.9%
O=C(CCN1C(=O)C2C3CC(C(Br)C3Br)C2C1=O)OCC(=O)c1cccc([N+](=O)[O-])c1 (configuration not stated)	nt	-13.6%	-10.4%
COC(=O)c1c(NC(=O)COC(=O)c2ccccn2)sc(C)c1C	nt	-4.1%	17.3%
CCOc1nc(-c2ccccc2)ccc1-c1noc(COc2ccccc2)n1	nt	?	20.8%
O=c1/c(=C/c2ccccn2)sc2nc3ccccc3n12	3.8%	-7.6%	-2.3%
COc1ccc(C)cc1S(=O)(=O)Nc1cccc(Cl)c1	1.1%	?	12.0%
COc1ccc(-c2nc3c(c(SCC(=O)N4CCOCC4)n2)Cc2c(CO)cnc(C)c2O3)cc1	7.6%	10.3µM*	-8.7%
COc1cc2c(cc1OC)C(COc1ccc3c(C)cc(=O)oc3c1)N(C(=O)c1cccc(C)c1)CC2 (configuration not stated)	-2.9%	6.51µM*	nt
COc1ccc(NC(=O)CNC(=O)C23CC4CC(CC(C4)C2)C3)c(OC)c1	0.7%	?	-2.4%
CCc1cccc(NC(=O)CN(C)S(=O)(=O)c2ccc3c(c2)n(C)c(=O)c(=O)n3C)c1	6.4%	-23.1%	nt
Fc1ccccc1N1CCN(c2ncnc3c2nc2n3CCCC2)CC1	0.0%	?	nt
CCn1cc(CCCC(=O)NCc2cccnc2)c2ccccc21	nt	-6.8%	-3.0%
Cn1c(=O)cc(SCC(=O)NCCCN2CCOCC2)c2ccc(Cl)cc21	2.1%	-13.5%	2.0%
COc1ccc(N(CC(=O)N2CCN(Cc3ccccc3)CC2)S(C)(=O)=O)cc1OC	nt	-5.2%	-1.6%
COc1ccc2cc(-c3cccnc3)ncc2c1	1.1%	?	nt
O=C(CN1C(=O)NC2(CCCC2)C1=O)Nc1nc(-c2ccc(F)cc2)cs1	0.0%	-20.9%	-7.3%
O=C(c1ccccc1)N(Cc1ccccc1)c1ccccn1	-2.0%	-14.8%	-13.2%[2.35 µM]
CCOC(=O)C1CCN(C(=O)C(C)Sc2nnc3ccccn23)CC1 (configuration not stated)	-1.7%	-19.5%	nt
CSC1=C(C#N)C(=O)NC(c2ccccc2O)S1 (configuration not stated)	nt	-19.3%	-8.3%
CS(=O)(=O)Nc1ccc(C2=NN(C(=O)c3ccco3)C(c3ccc(F)cc3)C2)cc1 (configuration not stated)	5.8%	16.4µM*	?
O=C(CNC(=O)c1ccccc1F)OCCCOC(=O)CNC(=O)c1ccccc1F	nt	8.9%	1.9%
COc1cccc2c1ncc1c(-c3ccc(C)cc3)nn(-c3cccc([N+](=O)[O-])c3)c12	6.2%	-3.0%	nt
O=C(O)c1cc2n(n1)C(C(F)(F)F)CC(c1ccco1)N2 (configuration not stated)	-2.0%	1.3%	7.3%
CCOc1cccc(NC(=O)C2CC(=O)N(C)C(=Nc3cccc(F)c3)S2)c1 (configuration not stated)	-2.5%	18.4µM*	-11.7%
COC(=O)c1ccc2c(=O)n(-c3ccccc3F)c(=S)[nH]c2c1	7.9%	-25.0%	11.1%
O=C(CN1CCN(S(=O)(=O)c2ccccc2F)CC1)Nc1ccccc1C(=O)c1ccccc1	2.7%	29.1µM*	-0.5%
COc1cccc(-n2cc(C(=O)NCc3ccc(C)cc3)c3ccccc3c2=O)c1	5.2%	?	nt
C=CCO/N=C/C1=C(O)C(C(=O)OC)C(C)(C)CC1=O (configuration not stated)	0.0%	10.2%	-5.0%
CCc1ccc(NC(=O)CN2C(C(=O)OC)=C(c3ccccc3)c3ccccc3S2(=O)=O)cc1	3.6%	-28.6%	nt
Cc1ccccc1OCc1ccc(-c2nc(C#N)c(N3CCN(C)CC3)o2)o1	12.0%	?	nt
CN(C)c1cccc2c(S(=O)(=O)N3CCOCC3)cccc12	2.4%	?	-12.7%
